Screening data deposited in PubChem by several laboratories.
S1P4 ag – activates the human S1P4 receptor. activation, % at 4.98 µM. AID 1509. actives 0.35% (n = 220,000). O95977. S1P4-expressing cell line, agonist reporter assay; in the data active = activation above about 11%;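 also: 0% = DMSO vehicle and 100% = reference agonist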
Target sequence (O95977 whole entry, looked up): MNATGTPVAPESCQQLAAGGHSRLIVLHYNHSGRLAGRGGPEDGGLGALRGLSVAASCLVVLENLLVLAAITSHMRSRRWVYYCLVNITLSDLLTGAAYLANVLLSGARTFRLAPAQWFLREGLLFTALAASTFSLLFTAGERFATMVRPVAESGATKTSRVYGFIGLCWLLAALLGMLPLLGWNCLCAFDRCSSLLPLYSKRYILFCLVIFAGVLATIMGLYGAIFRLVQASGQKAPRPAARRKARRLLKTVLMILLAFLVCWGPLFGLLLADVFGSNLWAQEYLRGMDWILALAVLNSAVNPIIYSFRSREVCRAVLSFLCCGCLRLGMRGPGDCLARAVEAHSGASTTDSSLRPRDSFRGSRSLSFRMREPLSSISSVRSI
Calpain2 inh – blocks pig calpain II enzyme activity | purified calpain II, fluorogenic peptide substrate, 30 min | inhibition, % at 16 µM | actives 0.37% (n = 220,000);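 active = inhibition above about 50%, limit read from the data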
S1P4 antag – antagonists of human S1P4 receptor; O95977; actives 0.26% (n = 220,000); inhibition, % at 4.98 µM; S1P4-expressing cells, antagonist mode, reporter read-out; in the data active = inhibition above about 29%;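 also: 0% = wells stimulated with agonist and 100% = vehicle wells without agonist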
BaF3 parental – counter-screen for JAK2V617F inhibitors: parental Ba/F3 viability inhibitors. CellTiter-Glo ATP luminescence. inhibition, % at 5.6 µM. actives 1.1% (n = 220,000). AID 1486;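 active = inhibition above a per-campaign cutoff, the mean inhibition of all tested compounds plus 3 SD, cut at about 27% in these data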;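 also: 0% = DMSO wells and 100% = JAK Inhibitor I control wells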
EP2 mod – EP2 receptor (human) modulation. AID 940. induction, % at 25 µM. EP2-expressing cells, cAMP HTRF FRET, PGE2 co-stimulation. actives 0.83% (n = 260,000). P43116;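 active = compounds whose cAMP rise, as percent of the full-agonist control response, exceeds 60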;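 also: rat C6 glioma line stably carrying human EP2 under a CMV promoter; the protocol text gives 20 µM as final concentration; 100% = response of wells given 1 µM PGE2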
Target sequence (P43116 whole entry, looked up): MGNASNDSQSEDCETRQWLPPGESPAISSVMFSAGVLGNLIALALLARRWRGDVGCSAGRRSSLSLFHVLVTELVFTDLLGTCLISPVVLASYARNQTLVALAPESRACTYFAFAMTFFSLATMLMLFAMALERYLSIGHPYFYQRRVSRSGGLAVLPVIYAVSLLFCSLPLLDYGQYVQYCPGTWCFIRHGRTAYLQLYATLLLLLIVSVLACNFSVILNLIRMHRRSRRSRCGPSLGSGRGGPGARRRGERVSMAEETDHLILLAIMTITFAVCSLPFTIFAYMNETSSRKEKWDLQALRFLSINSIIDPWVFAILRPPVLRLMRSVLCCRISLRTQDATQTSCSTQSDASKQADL
PERK inhibitor – blocks human PERK kinase; CHO PERK-DD fusion, SEAP luminescence translation reporter; inhibition, % at 5.6 µM; actives 0.17% (n = 220,000); AID 1416;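 active = inhibition above the mean inhibition of all tested compounds plus 3 SD, set separately per screening campaign, cut at about 2.9% in these data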;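 also: PERK kinase domain activated by AP20187 dimerizer at 100 nM; 0% = DMSO with dimerizer and 100% = rapamycin at 8.4 µM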
TRPML3 ag – agonists of human TRPML3 channel; Q8TDD5; HEK293 TRPML3-YFP, Fluo-8 calcium fluorescence; 100% = the carbachol control signal; activation, % at 3 µM; actives 0.29% (n = 220,000);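 active = activation above its plate's cutoff, the mean activation of the plate's test wells plus 3 SD, cut at about 12% in these data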;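 also: 0% = DMSO only wells and 100% = carbachol wells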
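Material: HEK293 cells stably carrying human TRPML3-YFP; compound dosing: single dose, 3 µM final nominal compound, 0.3% DMSO final; incubation: 1-h 37 °C dye load, 5-s basal, 120-s post-compound reads; technique: Fluo-8 intracellular calcium fluorescence, excitation 470-495 nm, emission 515-575 nm; read-out basis: percent activation from peak-to-basal fluorescence ratio, scaled between DMSO and carbachol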
TRPN1 ag – agonists of zebrafish TRPN1 channel. HEK293 zebrafish TRPN1-YFP, Fluo-8 calcium fluorescence; 100% = response to 87 µM carbachol. activation, % at 3 µM. actives 0.18% (n = 220,000);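 active = activation above its plate's cutoff, the mean activation of test wells on that plate plus 3 SD, cut at about 19% in these data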;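 also: 0% = DMSO alone and 100% = 87 µM carbachol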
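Material: zebrafish TRPN1-YFP in HEK293 cells. Doses: one dose of 3 µM, 0.3% DMSO. Incubation: dye 1 h 37 °C plus 30 min RT. Measured by: intracellular calcium fluorescence with Fluo-8.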
Ba/F3 V617F tox – loss of viability in JAK2V617F-driven Ba/F3 cells | inhibition, % at 5.6 µM | actives 1.1% (n = 220,000) | Ba/F3 EpoR-JAK2V617F viability, ATP luminescence;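 active = inhibition above the campaign mean plus 3 SD over all tested compounds, cut at about 24% in these data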;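 also: cytokine-independent growth of Ba/F3 cells driven by EpoR plus mutant JAK2; 0% = DMSO-treated cells and 100% = JAK inhibitor I control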
* = called active by the depositor; . = no result given; & = joins results of further samples.

SMILES	S1P4 ag	Calpain2 inh	S1P4 antag	BaF3 parental	EP2 mod	PERK inhibitor	TRPML3 ag	TRPN1 ag	Ba/F3 V617F tox
O=C(Cn1cc(C(F)(F)F)ccc1=O)N/N=C/c1ccc(Cl)cc1	0.3	-6	-15	6	3	0.7	0.2	0.7	-2
CC1CCN(S(=O)(=O)c2ccc(NC(=O)CN3CCN(C)CC3)cc2)CC1	2.6	4	-3	5	32	0.1	0.7	-0.3	4
COc1cc(NC(=O)c2ccccc2C)c(OC)cc1NC(=O)CN1CCOCC1	-0.1	-18	-29	4	-23&-1	0.1	0.2	0.3	-1
COC(=O)c1cccc(NC(=O)CSc2nc(C)cc(=O)[nH]2)c1	1.0	-27	-24	0	21	1.2	0.4	-0.6	-4
CNC(=O)c1csc(Cc2c(Cl)sc3ccc(Cl)cc23)n1	2.7	1	0	0	35	0.3	-1.3	-1.7	0
Cc1ccc(S(=O)(=O)Nc2cccc(Cl)c2)cc1NC(=O)c1cccnc1	0.8	8	7	10	-10	0.0	0.6	3.0	4
Cc1c(-c2ccccc2)[n+](=O)c(-c2ccc(Cl)cc2)c(C)n1[O-]	-1.8	14	-13	9	10	-0.9	1.0	1.7	2
CC(=O)Nc1ccc(C(=O)OCC(=O)NC2CCCCCCC2)cc1	2.4	-19	-11	1	19	1.0	0.9	1.4	-2
CCCCOc1ncnc2c1[nH]c1ccc(C)cc12	2.4	-40	-10	9	-42	0.2	2.8	5.9	6
CCC(C(=O)Nc1nc(C)cs1)c1ccccc1 (configuration not stated)	0.0	2	19	2	-2	-0.3	-0.2	0.3	0
CCOC(=O)N1CCC(NC(=O)C2CCCN(S(C)(=O)=O)C2)CC1 (configuration not stated)	0.3	-7	6	2	2	2.7	0.3	1.2	-1
CCOC(=O)c1[nH]nc2c1C(=O)N(CC)C2=O	-2.2	2	-1	-1	14	0.8	0.9	-0.5	-2

Compound profiles (already shown).
`COc1cc(NC(=O)c2ccccc2C)c(OC)cc1NC(=O)CN1CCOCC1` reads S1P4 ag = -0.1; Calpain2 inh = -18; S1P4 antag = -29; BaF3 parental = 4; EP2 mod = -23&-1; PERK inhibitor = 0.1; TRPML3 ag = 0.2; TRPN1 ag = 0.3; Ba/F3 V617F tox = -1
`CC1CCN(S(=O)(=O)c2ccc(NC(=O)CN3CCN(C)CC3)cc2)CC1` reads S1P4 ag = 2.6; Calpain2 inh = 4; S1P4 antag = -3; BaF3 parental = 5; EP2 mod = 32; PERK inhibitor = 0.1; TRPML3 ag = 0.7; TRPN1 ag = -0.3; Ba/F3 V617F tox = 4

(more compounds)
SMILES	S1P4 ag	Calpain2 inh	S1P4 antag	BaF3 parental	EP2 mod	PERK inhibitor	TRPML3 ag	TRPN1 ag	Ba/F3 V617F tox
C=CCn1c(=NC(=O)C2CC2)sc2cc(NC(C)=O)ccc21	0.5	-135	-14	6	28	0.2	0.0	-0.5	0
CN1C(=O)c2ccc(NC(=O)c3c(F)c(F)c(F)c(F)c3F)cc2C1=O	-1.6	10	-17	2	-9	0.2	0.4	0.3	-1
CC1(C(=O)O)COC(c2ccc([N+](=O)[O-])cc2)OC1 (configuration not stated)	-2.4	-6	-6	3	8	1.9	0.1	0.6	0
Cn1c(-c2ccc(Br)o2)nc2ccccc21	3.2	-68	-7	7	3	0.6	-0.5	-1.6	4
Cc1cc(Br)ccc1NC(=O)CNC(=O)CN1C(=O)NC2(CCCCCC2)C1=O	1.4	-8	5	1	11	1.2	0.4	0.1	-3
c1cc2c3c(cccc3c1)NC1(CCC3(CC1)Nc1cccc4cccc(c14)N3)N2	-0.8	-324	21	2	-42	-0.5	9.3	18	-3
COc1cc(-c2cc(N)n(S(=O)(=O)c3ccccc3)n2)cc(OC)c1OC	-4.1	4	-7	9	-46	-0.6	-0.7	-1.2	-1
Cc1cccc(NC(=S)N2CCC(N(C)CC3CCCO3)CC2)c1C (configuration not stated)	-0.3	10	-13	5	21	1.0	0.5	0.4	-4
COC(=O)Cc1cc(=O)n2[nH]c(C)c(-c3ccccc3)c2n1	-3.6	-141	-1	0	8	0.4	0.4	4.7	2
COc1ccc(/C=C(/NC(=O)c2ccccc2)C(=O)NC2CCS(=O)(=O)C2)cc1 (configuration not stated)	1.6	5	-30	1	24	0.4	0.4	-0.7	-1
CCOC(=O)c1c(C)c(-c2ccccc2)n(CC(=O)N2CCN(C)CC2)c1C	0.5	-12	-12	5	-18	0.1	0.8	0.5	-4
CCCCC(=O)Nc1nnc(SCC(=O)NC2CCCC2)s1	1.4	4	-8	2	8	0.6	0.4	-0.6	2
CCn1ncc([N+](=O)[O-])c1C(=O)Nc1nc2cccc(C)c2s1	-0.8	-14	-8	5	10	0.6	0.5	-0.2	0
COC(=O)c1c(NC(=O)c2nc3ccccc3s2)sc2c1CC(C)(C)NC2(C)C	-0.6	-18	18	-4	-27	0.8	1.5	0.5	-1
NC(=O)NC(=O)COC(=O)/C=C/c1cccc(Br)c1	0.5	-7	-19	6	-14	0.6	0.6	1.2	-4
Cc1ccccc1NS(=O)(=O)c1ccc(OCC(=O)N2CCCC2)cc1	0.1	-32	1	2	-11	-0.5	0.8	2.8	-1
O=C(OCc1cc([N+](=O)[O-])cc2c1OCOC2)c1ccc2ccccc2n1	0.6	30	-21	6	-37	0.3	-0.8	-2.2	2
CCCCN(C(=O)Cc1cccs1)c1nnc(-c2cccnc2)s1	-2.5	-22	-12	-1	5	-0.5	0.6	0.5	-4
CCc1c(C)nc2ncnn2c1Nc1ccc(C(C)=O)cc1	-0.3	-13	0	1	38&9	-0.1	1.8	1.2	0
COC(=O)c1cc(C#N)c(Oc2ccc(OC)cc2)nc1C	0.4	0	0	1	-8	0.3	0.0	-0.1	1
O=C(CCn1c(=S)oc2ccccc21)Nc1cccc(O)c1	1.2	16	2	6	-30	-0.2	0.1	-1.1	4
COc1cc(/C=N/NC(=O)Cc2csc(C)n2)ccc1OCC(C)C	-1.5	18	-4	4	-24	0.5	0.3	-0.9	-2
CSCCC(Nc1ccc(S(=O)(=O)N2CCOCC2)cc1[N+](=O)[O-])C(=O)OCC(=O)NCC(C)C (configuration not stated)	0.7	5	-12	6	-17	0.6	0.3	-0.1	-4
CCOC(=O)C1=C(N)c2ccccc2CC1C(C)C (configuration not stated)	1.9	31	-12	7	60	-0.2	0.3	-0.1	-1
COC(=O)c1cn(NC(=O)C2CCC(C(C)(C)C)CC2)c(=O)c2ccccc12 (configuration not stated)	-0.3	1	-8	2	29	0.8	-0.6	-0.9	0
CS(=O)(=O)C1=NSC2=NC(=O)/C(=C\c3cccn3-c3ccc(Cl)cc3)C(=N)N21	0.3	-4	-3	4	27	-0.1	0.8	0.4	2
Cc1ccc(N(C(=O)Cc2cccs2)C2C=CS(=O)(=O)C2)cc1Cl (configuration not stated)	-1.7	11	-9	3	13	0.1	0.2	0.8	4
Cc1c(NC(=O)COC(=O)/C=C/c2ccc(Cl)cc2)c(=O)n(-c2ccccc2)n1C	3.0	-35	-6	4	27	0.4	0.6	-0.3	-2
CCN(Cc1ccncc1)C(=O)CSc1ccc2ccccc2c1	4.0	10	-3	2	-16	-0.1	0.5	0.2	-1
CCc1c(C)n2nc(C)cc2[nH]c1=O	0.5	-46	-15	5	18	0.2	0.6	0.3	3
CCCCn1nnnc1NCc1ccc(C)s1	2.2	-2	-14	2	9	0.6	-1.2	-0.7	-3
O=c1cc(CO)occ1OCc1cccc(C(F)(F)F)c1	0.5	-30	-4	1	9	0.7	0.3	0.8	-4
c1cncc(CSc2ccc(-c3ccc4c(c3)OCO4)nn2)c1	0.5	8	-10	7	-14	0.5	3.2	2.9	4
CC(C)Nc1c([N+](=O)[O-])c(=O)oc2ccccc12	-1.2	-19	4	5	19	1.1	0.8	0.6	1
COc1ccc(C(=O)c2ccc(N3CCOCC3)cc2)c(OC)c1	2.0	-14	7	0	14	0.4	0.5	0.1	-5
O=C(c1ccco1)N1CCN(c2ccc(S(=O)(=O)N3CCCC3)cc2)CC1	2.5	5	-7	4	-3	-0.4	0.3	2.1	0
c1ccc(-c2nc(N3CCCCCC3)c3ccccc3n2)nc1	1.7	-5	-14	2	61*	-2.6	-1.2	-1.8	4
O=C(CSc1c2c(nc3cc(Cl)ccc13)CCCC2)NCCCN1CCOCC1	-1.9	21	-1	-3	2	1.3	1.0	-0.6	-4
CCOC(=O)c1cc(-c2ccccc2)sc1NC(=O)CN1C(=O)NC(CC)(c2ccccc2)C1=O (configuration not stated)	-2.5	-48	0	7	16	-1.9	0.3	1.1	1
COc1ccc(-c2n[nH]c(=S)n2-c2ccc3c(c2)OCCO3)cc1OC	0.7	-27	-23	2	-2	1.0	0.1	-1.4	-3
CCCCn1c(N)c(NCC)c(=O)[nH]c1=O	-0.3	-16	9	8	9	0.4	-1.0	1.5	8
CCn1cc(C(=O)NNC(=O)c2ccc(Cl)cc2)c(=O)c2ccc(C)nc21	-1.1	-8	8	7	-23	1.6	1.3	0.3	0
O=C(Nc1ccc2c(c1)OCO2)C1CCCN1C(=O)NCc1ccccc1 (configuration not stated)	1.0	-18	-16	0	23	0.5	-0.1	-0.9	0
COc1ccccc1NS(=O)(=O)c1cccc(C(=O)NN=C2CCCC2)c1	1.1	-15	-7	5	28	0.3	-0.1	1.2	0
O=C(c1ccc(-c2cc3ccccc3oc2=O)cc1)N1CCN(c2ccc(Cl)cc2[N+](=O)[O-])CC1	-0.5	-78	-9	3	-31	0.6	1.1	0.9	-1
N#Cc1ccccc1Cn1c(-c2cscn2)nc2ccccc21	-0.5	5	-6	9	39	0.1	-1.5	-2.3	2
CCOCCCNS(=O)(=O)c1ccc2c(c1)CCN2C(=O)CC	-4.4	-3	-6	6	-2	-0.2	0.7	-0.7	0
Fc1ccc(-c2noc(C3CCN(Cc4cccnc4)CC3)n2)cc1	-0.5	-4	11	2	-10&-65	-0.2	3.5	6.2	0
O=C(NC1CCCCC1)c1cc([N+](=O)[O-])[nH]n1	-0.4	17	-10	3	-25&-5	-0.1	0.9	4.0	4
Cc1ccc(NC(=O)CSc2nnc(CSc3nc(C)cc(C)n3)n2Cc2ccco2)c(C)c1	-0.4	-9	-9	3	15&14	-0.9	-1.1	-1.3	3
Nc1cccc2c1C(=O)N(C(=O)/C=C/c1cccc(Br)c1)C2=O	1.0	-190	-9	6	-40	1.5	0.6	-0.3	-4
CC(Oc1ccc(Cl)cc1Cl)C(=O)NCCN1CCOCC1 (configuration not stated)	-0.4	-23	7	1	9	1.0	0.1	0.8	1
CCCC1C(c2ccccc2)C(C#N)(C#N)C2(C#N)CC1(N)NC2=O (configuration not stated)	3.0	.	0	2	.	0.7	-0.5	0.5	-1
CSc1ccc(C(=S)N2CCN(Cc3ccccc3)CC2)cc1	1.3	13	-3	1	-38	0.3	0.0	-0.4	-1
CN1CCOc2cc(S(=O)(=O)Nc3ccc(F)cc3)ccc21	0.0	21	5	3	-8	0.6	1.8	3.5	-4
O=C1C=C(NCc2ccc(Cl)cc2Cl)C2(CCCCC2)O1	-1.1	29	0	1	-17	-1.0	0.8	0.3	2
CCc1ccc(N2C(=O)c3cc(N4CCOCC4)c([N+](=O)[O-])cc3C2=O)cc1	1.8	4	-12	9	23	1.0	1.0	1.9	0
